Screening results deposited in PubChem by Broad Institute.
Casp6 inh: caspase-6 (human) enzyme inhibition; P55212; purified caspase-6, Z-VEID-R110 cleavage fluorescence; inhibition, % at 12.5 µM; hit rate 0.53% among 350,000; AID 686996;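 active means mean inhibition across replicates at least about 35%, with every replicate also reaching that limit, limit read from the data; inconclusive means only one of the two criteria met; inactive means neither criterion met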;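 further: 0% = median of neutral control wells and 100% = no fluorescence left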
Target sequence (P55212 24-179 limits assumed): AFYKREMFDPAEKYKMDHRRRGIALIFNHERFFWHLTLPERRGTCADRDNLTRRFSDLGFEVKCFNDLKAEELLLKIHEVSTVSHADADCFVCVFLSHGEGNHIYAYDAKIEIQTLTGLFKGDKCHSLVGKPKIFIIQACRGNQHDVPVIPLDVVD
Target sequence (P55212 194-293 limits assumed): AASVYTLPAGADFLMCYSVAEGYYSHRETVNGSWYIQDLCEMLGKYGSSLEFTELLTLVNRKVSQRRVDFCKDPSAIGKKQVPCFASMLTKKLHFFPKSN
S100A4 inh HTS: S100A4-myosin IIA interaction inhibition | hit rate 0.14% among 360,000 | P26447 | inhibition, % at 10.7 µM | S100A4/TAMRA-MyoIIA peptide fluorescence polarization | AID 652163;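 active means mean inhibition of at least 70% across replicates, with every replicate also reaching that level; inconclusive means mean inhibition reaches 70% but some replicates fall short; inactive means mean inhibition below 70%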
Target sequence (P26447 whole entry, looked up): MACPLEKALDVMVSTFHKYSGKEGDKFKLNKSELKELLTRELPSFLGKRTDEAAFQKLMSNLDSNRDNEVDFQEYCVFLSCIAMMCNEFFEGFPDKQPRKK
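Test system: S100A4 monomer protein; Medium: HEPES pH 7.2 with CaCl2, KCl, NaCl, DTT, Triton; Probe or stimulus: TAMRA-labelled myosin IIA heavy-chain peptide probe, 5 nM; Doses: one dose per compound; Times: polarization read 5 min after assay mix addition, stable 5–60 min; Benchmarks: neutral control DMSO, positive control TFP.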
LGR2 antag: Drosophila LGR2 receptor signaling inhibition | HEK293 LGR2, CRE-luciferase, bursicon-stimulated, 4 h | inhibition, % at 9.99 µM | hit rate 0.35% among 380,000 | AID 720647;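 active means drop in luminescence signal, shown as inhibition above about 50% in the replicate tests, limit read from the data, passing the limit was not always enough; inconclusive means probably only some replicates passing the limit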;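 further: agonist challenge used bursicon conditioned medium at about half maximal strength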
SIRT5 inh: blocks human SIRT5 desuccinylation of peptide | Q9NXA8 | Purified SirT5, succinyl-peptide AMC, trypsin-coupled fluorescence | inhibition, % at 15 µM | hit rate 1.1% among 330,000; in the data active means inhibition above about 15%; inconclusive means no clear call, values can overlap the other calls
Target sequence (Q9NXA8 whole entry, looked up): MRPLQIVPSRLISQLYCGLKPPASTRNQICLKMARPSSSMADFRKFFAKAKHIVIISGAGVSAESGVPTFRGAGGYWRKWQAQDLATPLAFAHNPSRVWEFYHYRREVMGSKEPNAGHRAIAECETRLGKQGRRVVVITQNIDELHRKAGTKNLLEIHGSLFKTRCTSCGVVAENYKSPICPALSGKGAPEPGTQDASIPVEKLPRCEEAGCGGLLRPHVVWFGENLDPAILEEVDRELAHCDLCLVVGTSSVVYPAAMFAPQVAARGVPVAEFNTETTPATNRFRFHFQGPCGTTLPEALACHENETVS
esBAF inh: inhibitors of esBAF chromatin remodeling in mouse ES cells. Bmi1-luciferase knock-in reporter, 24 h; 100% = twice the neutral-well signal. reporter increase, % at 12.5 µM. hit rate 2% among 350,000; in the data active means activation above about 40%; inconclusive means no clear call, values can overlap the other calls;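 further: 0% = median of the plate's neutral control wells and 100% = double that signal; a rise in the Bmi1 reporter signal indicates esBAF inhibition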
FN deposit inh: fibronectin deposition inhibition. AH1F fibroblasts, Alexa488-fibronectin deposition fluorescence, overnight. inhibition, % at 12.6 µM. hit rate 0.086% among 350,000. AID 743247;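 active means mean inhibition across replicates of 30% or more, regardless of how many single replicates reach that level; inconclusive means mean under 30% yet at least half of replicates reach 30%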;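 further: positive control wells lacked labelled fibronectin entirely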
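Test system: AH1F fibroblast monolayer depositing Alexa488-labelled fibronectin into matrix. Input: 10000 cells per well. Technique: fluorescence, ex 485 nm, em 525 nm. Buffer or medium: DMEM plus 2% serum, read in PBS. Timing: 1 h cell adhesion before compound, then overnight fibronectin incubation. Compound: single dose, pinned. Read-out basis: inhibition from reduced deposited-fibronectin fluorescence.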
C2C12 statin: suppressors of simvastatin-induced myotoxicity in C2C12 myotubes | hit rate 0.78% among 330,000 | rescue of ATP level, % at 7.49 µM | ATP luminescence, 48 h; scaled: DMSO 0, geranylgeraniol control 100;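 active means mean ATP rescue above about 67%, or every replicate alone reaching that limit, limit read from the data, passing the limit was not always enough; inconclusive means no clear call, values can overlap the other calls; inactive means mean under the limit and some replicate under it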;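 further: myotubes were challenged with 10 µM simvastatin during compound exposure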
Numbers without * were called inactive; ? = inconclusive; . = no result given. The list is partial. The share of hits here may be higher or lower than overall.

SMILES | Casp6 inh | S100A4 inh HTS | LGR2 antag | SIRT5 inh | esBAF inh | FN deposit inh | C2C12 statin
COc1ccc(C(=O)Nn2cnc3ccccc3c2=O)cc1[N+](=O)[O-] | . | -2 | 20 | -6 | . | -6 | .
COCCCn1c(SC(C)C(=O)NC2CC2)nc2ccccc2c1=O (configuration not stated) | 1 | 11 | -4 | 3 | -2 | 0 | 4
CC(C)NC(=O)Nc1ccc2c(c1)CC(=O)N([C@@H](C)CO)C[C@H](C)[C@H](CN(C)C(=O)Nc1ccc(F)cc1)O2 | -1 | 5 | -3 | . | 0 | -3 | -9
COc1cc(/C=C(\NC(C)=O)C(=O)NC(C)(C)CC(C)(C)C)ccc1OC(C)=O | 2 | 7 | 9 | -2 | . | 3 | .
O=C(COc1cccc2c1CCNC2=O)Nc1ccc(F)cc1 | 5 | -4 | 11 | -5 | . | . | 12
CC1CN=C(N(C(=S)Nc2ccccc2)c2cccc(C(F)(F)F)c2)S1 (configuration not stated) | 0 | -4 | -16 | 0 | . | -9 | .
CC(NS(=O)(=O)c1ccc(Br)cc1)C(=O)NCc1ccco1 (configuration not stated) | 4 | -2 | -13 | 1 | . | 7 | .
O=C(CCCCCN1C(=O)c2cccc3cccc(c23)C1=O)NCCCO | -2 | -4 | -9 | -9 | 3 | 3 | -2
COc1ccc(CN(C)CC2CCCN(CCc3ccc(Cl)cc3)C2)cc1OC (configuration not stated) | -16 | -36 | 5 | -3 | 2 | 9 | -14
O=C(C[C@@H]1C[C@@H]2c3cc(NC(=O)NC4CCCC4)ccc3O[C@@H]2[C@@H](CO)O1)NCc1ccc(Oc2ccccc2)cc1 | -1 | -3 | -3 | 2 | 1 | -7 | -14
O=C1C(Cl)=C(NC(=O)c2ccccc2)C(=O)C(Cl)=C1NC(=O)c1ccccc1 | 9 | -1 | 0 | -2 | -32 | 13 | -100
N#CC1=C(N)SC(N)=C(C#N)C1C1CC=CCC1 (configuration not stated) | . | . | 8 | . | -8 | . | 4
CC(C)C1CC(CCN2CCCCC2)(c2ccccc2)CCO1 (configuration not stated) | -4 | 8 | -14 | 1 | . | . | .
CCOc1ccc(C2CC(c3c(O)c4ccccc4oc3=O)=NN2c2ccccc2)cc1OC (configuration not stated) | -3 | 20 | -1 | 0 | . | -5 | .
Cc1ccc(S(=O)(=O)N(C)C[C@@H]2Oc3ncc(C#CCC(C)C)cc3C(=O)N([C@@H](C)CO)C[C@H]2C)cc1 | 0 | 2 | 4 | 7 | 6 | . | .
CCCN(C)C[C@@H]1OCCCC[C@@H](C)Oc2ccc(NS(=O)(=O)c3ccc(F)cc3)cc2C(=O)N([C@H](C)CO)C[C@@H]1C | 1 | -26 | -5 | 1 | -4 | 3 | 9
COc1ccc(/C=C/S(=O)(=O)NCc2ccccc2)cc1OC | 5 | 0 | 8 | . | -2 | -3 | 0
C[C@H](NC(=O)c1ccco1)C(=O)N1CCN(c2ccc(C(F)(F)F)cn2)CC1 | 2 | 1 | 0 | -5 | -5 | 2 | -1
Cc1ccccc1N/N=C/c1ccc(C#N)cc1 | -4 | -11 | -13 | -11 | . | -3 | .
c1ccc(N2CCN(c3ncccn3)CC2)cc1 | . | . | -24 | . | 12 | . | 2
Cc1c(C)n(CCO)c2ncnc(Nc3ccc(F)cc3)c12 | 4 | 6 | -23 | -2 | ? | 8 | -3
CC(C)C#Cc1ccc([C@@H]2[C@@H](CO)N3C(=O)CN(C(=O)c4ccccn4)C[C@H]23)cc1 | 1 | 0 | -13 | -1 | . | . | .
CC(C)CC(=O)Nc1nnc(S(=O)(=O)N2c3ccccc3CC2C)s1 (configuration not stated) | -3 | -10 | -8 | -3 | -5 | 0 | -5
COCC(=O)Nc1ccc2c(c1)OC[C@@H](C)N(C(=O)Cc1ccccn1)C[C@H](C)[C@H](OC)CN(C)C2=O | 1 | 13 | -6 | -4 | 3 | 2 | -16
COc1ccccc1N1CCN(C(=O)c2cc3cc(C)ccc3[nH]2)CC1 | 0 | -1 | 13 | 0 | 0 | 4 | 8
Cc1ccc(S(=O)(=O)NC2(C(F)(F)F)NC(=O)N(Cc3ccccc3)C2=O)cc1 (configuration not stated) | -2 | -3 | -16 | 0 | . | 8 | .
CC(C)NC(=O)N(C)C[C@@H]1Oc2cc(C3=CCCCC3)ccc2S(=O)(=O)N([C@@H](C)CO)C[C@@H]1C | 2 | 44 | -5 | -4 | 6 | -6 | .
COc1ccc(C(C(=O)NCC2CCCO2)N(C(=O)CNC(=O)c2cccs2)c2ccccc2)cc1OC (configuration not stated) | 0 | -6 | . | 0 | -4 | -1 | 2
COc1ccc(NC(=O)Nc2ccc3c(c2)C(=O)N([C@H](C)CO)C[C@H](C)[C@H](CN(C)C(=O)Cc2ccccc2)OCCCC[C@H](C)O3)cc1 | -1 | 5 | 3 | 5 | 4 | . | .
Cc1ccc(C(C)C)c(OCc2ccc(-c3nnco3)cc2)c1 | . | . | -58 | . | -4 | . | -65

Record cards (already shown). Values in the order: Casp6 inh, S100A4 inh HTS, LGR2 antag, SIRT5 inh, esBAF inh, FN deposit inh, C2C12 statin
Results for `COc1ccc(C(C(=O)NCC2CCCO2)N(C(=O)CNC(=O)c2cccs2)c2ccccc2)cc1OC` (configuration not stated) → 0, -6, ., 0, -4, -1, 2
Results for `COc1ccccc1N1CCN(C(=O)c2cc3cc(C)ccc3[nH]2)CC1` → 0, -1, 13, 0, 0, 4, 8
Results for `CC(C)NC(=O)N(C)C[C@@H]1Oc2cc(C3=CCCCC3)ccc2S(=O)(=O)N([C@@H](C)CO)C[C@@H]1C` → 2, 44, -5, -4, 6, -6, .
Results for `Cc1ccc(S(=O)(=O)NC2(C(F)(F)F)NC(=O)N(Cc3ccccc3)C2=O)cc1` (configuration not stated) → -2, -3, -16, 0, ., 8, .
Results for `COCC(=O)Nc1ccc2c(c1)OC[C@@H](C)N(C(=O)Cc1ccccn1)C[C@H](C)[C@H](OC)CN(C)C2=O` → 1, 13, -6, -4, 3, 2, -16

(more compounds)
SMILES | Casp6 inh | S100A4 inh HTS | LGR2 antag | SIRT5 inh | esBAF inh | FN deposit inh | C2C12 statin
COCC(=O)N1[C@H](CO)[C@@H](c2ccccc2)[C@@H]1CN(C)C(=O)c1ccncc1 | -2 | 2 | 5 | 5 | -3 | 1 | 3
CCOC(=O)N1CCN(c2c(-c3ccc(C)cc3)c(=O)c2=O)CC1 | . | . | . | . | -1 | 2 | 2
COC(=O)[C@]12CCCCC=C1N(Cc1cccc3ccccc13)C(=O)[C@H](CC(=O)NCCc1ccccc1OC)C2 | 3 | 1 | -1 | -5 | . | 0 | .
Nc1nc(SCC(=O)Nc2c(Br)cc([N+](=O)[O-])cc2Br)n[nH]1 | 3 | -5 | 2 | -2 | . | 15 | .
Cc1cccc(N2C(=O)CCC2=O)n1 | . | . | 7 | . | 8 | -1 | 2
CC(C)(C)S(=O)N1Cc2cc(C(=O)N3CCc4ccccc4C3)nc(-c3cccc(-c4ccncc4)c3)c2[C@H]1CCO (some centres not stated) | 25 | -7 | 3 | 0 | -1 | 2 | 0
COc1cccc(C2(c3cccc(OC)c3)CC2C(=O)Nc2ccc(F)cc2)c1 (configuration not stated) | 1 | 7 | 13 | -2 | . | 0 | .
O=C(O)c1ccc(/C=C2\SC(=S)N(NC(=O)c3ccc(Br)cc3)C2=O)cc1 | 1 | 1 | 9 | -1 | -10 | -8 | -1
Cn1c(CSc2ccccc2)c(C#N)c2ccccc21 | . | . | . | . | 63* | -10 | -21
Cc1ccc(CN2CCC2(C)C(=O)NC(C)C)cc1 (configuration not stated) | -7 | 0 | -1 | 1 | 0 | 2 | 3
C[C@H](O)C#Cc1ccc([C@@H]2[C@H]3CN(C(=O)c4ccc(F)cc4)CCCCN3[C@H]2CO)cc1 | -2 | -3 | 26 | -1 | . | . | .
CCOC(=O)/C=C/[C@H]1Cc2ccccc2CO1 | 1 | -43 | . | -1 | -4 | 6 | 18
O=C(N[C@@H]1CC[C@@H](CCn2cc(-c3cccnc3)nn2)O[C@H]1CO)c1ccccc1F | -1 | 4 | -12 | 14 | 0 | . | 1
CN(C)NC(=O)c1ccsc1NC(=O)c1ccc(S(=O)(=O)N(C)C)cc1 | 1 | 10 | -14 | -2 | -2 | 7 | -14
COc1ccccc1C/C(N)=N/OC(=O)c1cccs1 | -3 | 0 | -24 | -2 | . | 10 | .
O=C(CCS(=O)(=O)c1ccccc1)OCc1ccc([N+](=O)[O-])cc1 | -2 | 1 | -4 | -5 | . | -1 | .
CC[C@H](NC(=O)CC[C@H]1O[C@@H](n2cnc3c(NC(=O)c4ccccc4)ncnc32)[C@H](O)[C@@H]1O)c1ccccc1 | 0 | 1 | -14 | -6 | -6 | -2 | 5
C[C@H]1CCCCO[C@H](CN(C)Cc2ccc3c(c2)OCO3)[C@@H](C)CN([C@@H](C)CO)C(=O)c2cc(NS(=O)(=O)c3cn(C)cn3)ccc2O1 | . | . | 5 | . | -5 | 1 | -22
COCc1c(C(=O)OCC(=O)c2c(N)n(CC(C)C)c(=O)n(C)c2=O)oc2ccccc12 | . | . | . | . | 1 | -7 | 0
CC1(C)CN(c2ccc(CC#N)cc2)C1=O | . | -1 | 15 | -6 | . | 6 | .

2 records drawn at random from the list so far, as already listed:
SMILES | Casp6 inh | S100A4 inh HTS | LGR2 antag | SIRT5 inh | esBAF inh | FN deposit inh | C2C12 statin
Cn1c(CSc2ccccc2)c(C#N)c2ccccc21 | . | . | . | . | 63* | -10 | -21
O=C(COc1cccc2c1CCNC2=O)Nc1ccc(F)cc1 | 5 | -4 | 11 | -5 | . | . | 12

Additional records
SMILES | Casp6 inh | S100A4 inh HTS | LGR2 antag | SIRT5 inh | esBAF inh | FN deposit inh | C2C12 statin
O=C(CCn1c(=O)c2cccn2c2ccccc21)Nc1ccc(F)cc1 | -6 | 4 | 0 | -2 | 1 | 6 | -4
C[C@H](CO)N1C[C@H](C)[C@@H](CN(C)Cc2ccncc2)OCCCC[C@H](C)Oc2ccc(NS(=O)(=O)c3ccc(Cl)cc3)cc2C1=O | 1 | 7 | 1 | 10 | 0 | 1 | 7
O=C(c1ccnc(Cl)c1)N1CCCC(N2CCN(c3ccccc3F)CC2)C1 (configuration not stated) | 0 | -6 | -4 | 3 | -3 | -3 | -4
Cc1cccc(OCC(=O)N2CCOCC2)c1 | . | . | 13 | . | 13 | -2 | 4
Cc1noc(C)c1COc1cccc(C(=O)OC(C)C(=O)Nc2c(C)n(C)n(-c3ccccc3)c2=O)c1 (configuration not stated) | -1 | 3 | -16 | -3 | 5 | -2 | 7
COCCCNC(=S)NCCNc1nc2cc(C)c(C)cc2cc1C#N | 1 | -4 | 14 | -11 | . | 5 | .
Cc1ccc(C(=O)N2CCN(S(=O)(=O)c3ccc(Br)cc3)CC2)o1 | 8 | 12 | 15 | 0 | -10 | 1 | 14
O=C(CN1C(=O)/C(=C2\SC(=S)N(C3CCS(=O)(=O)C3)C2=O)c2ccccc21)Nc1ccc(F)cc1 (configuration not stated) | 1 | -2 | . | -1 | 21 | -6 | 23
C[C@@H]1CCCCO[C@@H](CN(C)S(C)(=O)=O)[C@H](C)CN([C@H](C)CO)C(=O)c2cc(NC(=O)CCC(F)(F)F)ccc2O1 | . | . | -12 | . | -20 | . | 58

4 compounds out of the list above, arranged by the number in esBAF inh, highest first.
smiles	esBAF inh
O=C(CN1C(=O)/C(=C2\SC(=S)N(C3CCS(=O)(=O)C3)C2=O)c2ccccc21)Nc1ccc(F)cc1 (configuration not stated)	21
CC(C)NC(=O)N(C)C[C@@H]1Oc2cc(C3=CCCCC3)ccc2S(=O)(=O)N([C@@H](C)CO)C[C@@H]1C	6
COc1ccc(CN(C)CC2CCCN(CCc3ccc(Cl)cc3)C2)cc1OC (configuration not stated)	2
N#CC1=C(N)SC(N)=C(C#N)C1C1CC=CCC1 (configuration not stated)	-8
